Scp-1 inhibitor = blocks human Scp-1 phosphatase activity; Q9GZU7; AID 493091; Recombinant Scp1, phosphopeptide, malachite green phosphate absorbance; inhibition, % at 20 µM; 340,000 tested, 0.88% active;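 active = inhibition above about 50% at 20 µM, limit read from the data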;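 note: plate controls were DMSO wells with enzyme for no effect and wells lacking enzyme for full effect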
Target sequence (Q9GZU7 76-261 limits assumed): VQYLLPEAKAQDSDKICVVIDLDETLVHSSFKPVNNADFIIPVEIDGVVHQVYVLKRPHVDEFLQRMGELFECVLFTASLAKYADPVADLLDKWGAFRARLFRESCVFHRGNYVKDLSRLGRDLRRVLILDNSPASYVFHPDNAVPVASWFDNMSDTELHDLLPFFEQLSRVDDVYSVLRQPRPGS
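Assay system: SCP-1 catalytic fragment, aa 76-261 | Buffer or medium: Tris acetate buffer pH 5.5 with MgCl2 and Tween-20 | Compound: One concentration, 20 µM, with 1.0% DMSO | Also added: Phospho 17-mer peptide substrate | Signal: Absorbance at 630 nm | Incubation: 45 min enzyme reaction at room temperature | Measure: % inhibition of SCP-1 phosphate liberation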
LMPTP block = blocks human LMPTP phosphatase. recombinant LMPTP-A, OMFP fluorogenic substrate, fluorescence intensity. AID 651560. 360,000 tested, 0.22% active. inhibition, % at 20 µM. P24666;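 active = compounds that cut the enzyme signal by at least half of the control window in the single-dose screen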;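 note: plate controls were DMSO wells with enzyme plus substrate for no effect and substrate without enzyme for full effect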
Target sequence (P24666 whole entry, looked up): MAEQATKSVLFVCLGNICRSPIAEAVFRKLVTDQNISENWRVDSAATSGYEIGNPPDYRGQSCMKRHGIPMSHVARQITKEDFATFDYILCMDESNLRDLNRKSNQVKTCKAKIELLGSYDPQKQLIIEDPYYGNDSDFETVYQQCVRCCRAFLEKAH
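Test system – LMPTP-A phosphatase enzyme · Quantity – 0.625 nM LMPTP-A final · Reagent – OMFP substrate, 400 µM final · Dosing – one test concentration per compound, 20 µM, with 3% DMSO overall · Timing – 50 min enzyme reaction at room temperature, protected from light · Detection – fluorescence intensity · Controls – substrate-only low control, DMSO enzyme-plus-substrate high control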
SUMO1 PPI mod = SUMO1-SIM interaction modulation | P63165 | SUMO1 binding to a labelled peptide, TR-FRET, 1 h | inhibition, % at 20 µM | 360,000 tested, 0.33% active | AID 602429; in the data active = inhibition above about 37%
Target sequence (P63165 whole entry, looked up): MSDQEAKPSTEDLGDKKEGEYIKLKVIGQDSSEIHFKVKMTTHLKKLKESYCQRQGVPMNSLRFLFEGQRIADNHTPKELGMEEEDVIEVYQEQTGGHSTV
STEP inh = STEP (human) phosphatase inhibition; AID 588621; recombinant STEP, OMFP fluorogenic substrate, fluorescence; inhibition, % at 20 µM; 360,000 tested, 0.25% active; P54829;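 active = inhibition at 20 µM, scaled per plate between control wells, above about 37%, limit read from the data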;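 note: 0% = DMSO with enzyme and substrate and 100% = substrate only without enzyme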
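material = STEP tyrosine phosphatase | reagent = fluorogenic phosphatase substrate OMFP at 25 µM final | doses = single compound dose of 20 µM, 1% DMSO final | schedule = 20 min reaction, room temperature, in the dark | measured by = fluorescence, 480/540 nm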
MT1-MMP act inh = blocks activation of human MT1-MMP; P50281; HT1080 RFP-PRO-GFP cells, GFP/RFP ratio fluorescence, overnight; percent of plate control window, DMSO zero; GFP/RFP ratio change, % at 20 µM; 360,000 tested, 0.061% active;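 active = GFP/RFP ratio change of at least 30% with cell ATP level not reduced by more than half and red fluorescence within 50% of control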; note: strong numbers were not always called active
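Read-out: GFP/RFP fluorescence ratio; Test system: RFP-PRO-GFP reporter HT1080 cells; Compound dosing: single-point 20 µM compound, 1% DMSO; Times: overnight compound exposure at 37 °C.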
CendR NRP1 mod = modulators of CendR peptide binding to human neuropilin-1. O14786. FAM-RPARPAR peptide binding to NRP-1, fluorescence polarization. inhibition, % at 25 µM. 360,000 tested, 0.85% active. AID 602438;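 active = inhibition or corrected inhibition above about 18%, plus a signal ratio from 0.5 to 1.5, limit read from the data, passing the limit was not always enough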; note: strong numbers were not always called active
SKN-1 block = blocks SKN-1 activity in C. elegans | 360,000 tested, 0.49% active | C. elegans VP596 Pgst-4::GFP/RFP ratio, acrylamide-induced, 24 h | inhibition, % at 21.8 µM;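 active = interference check ratio from 0.5 to 1.5 plus GFP to RFP signal ratio inhibition reaching or exceeding a fixed threshold, cut at about 30% in these data, passing the limit was not always enough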; note: some compounds called inactive have numbers as strong as hits
NadD inh = blocks S. aureus nicotinate mononucleotide adenylyltransferase; purified NadD enzyme, colorimetric absorbance read-out; inhibition, % at 20 µM; 360,000 tested, 0.78% active; in the data active = inhibition above about 26%; note: some compounds past the cut are filed as inactive
DNMT1 block = blocks human DNA methyltransferase DNMT1; P26358; DNMT1 molecular beacon, Hinp1I cleavage, fluorescence; inhibition (reported as % activation of signal), % at 10 µM; 360,000 tested, 0.83% active; AID 588458; in the data active = inhibition above about 50%
Rpn11 block = Rpn11 (human) deubiquitinase inhibition | O00487 | human 26S proteasome, Ub4-pepOG fluorescence polarization; 20S core pre-blocked with epoxomicin | calls only at 20 µM | 360,000 tested, 0.59% active | AID 588493;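 active = inhibition at 20 µM, scaled to each plate's controls, above about 33%, limit read from the data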
Target sequence (O00487 whole entry, looked up): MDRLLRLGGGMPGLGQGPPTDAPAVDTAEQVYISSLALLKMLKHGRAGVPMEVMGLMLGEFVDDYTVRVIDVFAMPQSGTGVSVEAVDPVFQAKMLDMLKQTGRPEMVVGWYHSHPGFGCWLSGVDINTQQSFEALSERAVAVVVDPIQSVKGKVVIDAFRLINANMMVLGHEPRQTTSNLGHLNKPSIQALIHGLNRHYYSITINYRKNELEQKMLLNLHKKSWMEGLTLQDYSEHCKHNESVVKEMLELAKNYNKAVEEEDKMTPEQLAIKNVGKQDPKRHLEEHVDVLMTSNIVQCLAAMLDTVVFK
* = called active by the depositor; i = inactive; · = not tested or not shown.

#	smiles	Scp-1 inhibitor	LMPTP block	SUMO1 PPI mod	STEP inh	MT1-MMP act inh
1	COCc1nc2ccccc2n1Cc1c(F)cccc1Cl	46	-1.3	2	2	-4
2	COc1ccc(CN(C)C(=O)CNC(=O)c2ccc(C)cc2)cc1	-3	-2.3	-2	-1	1
3	CS(=O)(=O)N1CCN(C2Cc3ccccc3C2)CC1	-9	-0.1	0	0	-4
4	Cc1cccc(OCCNC(=O)CCc2ccccc2)c1	6	-26	3	-2	1
5	Cc1cc(OC(=O)c2ccccc2)n(CCC#N)n1	-8	-0.5	2	3	6
6	CCSc1nnc(NC(=O)CSc2nnc(Cc3cccn3C)n2-c2ccc(C)cc2)s1	-4	0.8	9	3	7
7	CCOC(=O)C1CCCN(Cc2ccc3c(c2)OCO3)C1 (stereo not given)	-4	-2.3	5	1	-5
8	C=CCn1c(O)c(C(CC)=NCCN2CCOCC2)c(=O)[nH]c1=O	-4	-4.7	1	2	0
9	Cn1nc(C(F)(F)F)cc1C(=O)Nc1ccc(Cl)cc1	-18	-0.8	0	0	2
10	O=C(NCc1ccco1)c1ccc(Cn2c(=O)c3ccccc3n(Cc3cccc(F)c3)c2=O)cc1	-3	3.3	-1	-2	2
11	Cc1cccc2cc(CN(Cc3ccc(F)cc3)C(=O)N3CCOCC3)c3nnnn3c12	-9	0.3	1	2	-1
12	O=C(NCCCN1CCOCC1)c1cn(-c2ccccc2)nc1-c1ccc(Br)cc1	-2	-2.8	5	5	0
13	CN(CC(=O)OCC(=O)NC1CCCC1)S(=O)(=O)c1ccc(Cl)cc1	5	0.0	0	-3	0
14	O=C(NC1CCCCC1)C(c1ccc(-c2ccccc2)cc1)n1c(=O)c(-c2ccco2)nc2ccccc21 (stereo not given)	·	6.6	11	·	-6
15	O=C(NNc1c2ccccc2nc2ccccc12)c1ccc(Cl)cc1	-2	37	-18	22	40*

#	CendR NRP1 mod	SKN-1 block	NadD inh	DNMT1 block	Rpn11 block
1	-13	9	-7	-2	i
2	-3	-9	-1	1	i
3	-5	9	-2	-4	i
4	3	-5	-3	0	i
5	9	14	-4	-3	i
6	0	-4	11	-5	i
7	-9	1	-5	4	i
8	2	-2	2	-4	i
9	-7	-16	-1	0	i
10	13	-7	2	-8	i
11	4	-14	8	2	i
12	10	-9	-2	-9	i
13	7	-9	0	-2	i
14	-73	6	·	·	·
15	7	41*	15	39	i

The results go on.
#	smiles	Scp-1 inhibitor	LMPTP block	SUMO1 PPI mod	STEP inh	MT1-MMP act inh
16	CN1CCN(c2nc(-c3ccccc3Cl)nc3ccccc23)CC1	-16	0.4	0	0	-19
17	O=C(NCc1ccccc1)C(c1cc2ccccc2o1)n1c(=O)c(-c2ccco2)nc2ccccc21 (stereo not given)	·	3.4	0	·	-8
18	CC(C)(CO)CNC(=O)CCc1nnc(CCCc2ccccc2)o1	-2	-2.0	-1	5	2
19	COC(=O)C(C)n1cnc2c(nnn2-c2cccc(Cl)c2)c1=O (stereo not given)	6	-0.6	2	-2	8
20	Cc1cc(Br)c(NC(=O)COC(=O)C2CC2C)c(Br)c1 (stereo not given)	-5	-0.5	0	-1	3
21	Cc1ccc(CC2S/C(=N/N=C/c3ccco3)NC2=O)cc1 (stereo not given)	2	-0.9	1	1	-2
22	CC(C)N(C(=O)Cn1c(SCC(=O)Nc2nccs2)nc2ccccc21)C(C)C	-6	-1.5	1	0	0
23	Fc1ccc(NC(=S)N/N=C/c2cccc(Br)c2)c(F)c1	0	0.5	1	-1	4
24	Cc1cc(C)c2c(CC(=O)NC3CCS(=O)(=O)C3)coc2c1 (stereo not given)	-2	-0.1	-4	0	1
25	CCC(=O)c1c[nH]c(C(=O)NCc2cccnc2)c1	-4	-0.8	-1	-1	2
26	Cc1ccc(S(=O)(=O)N(C)C)cc1NC(=O)COC(=O)c1c(-c2ccccc2)noc1C	-8	-1.3	-1	1	5
27	CCCCn1nc2cc(C(=O)NCC34CC5CC(CC(C5)C3)C4)ccc2c1OC	-8	0.1	-3	-1	5
28	CCOC(=O)Cc1csc(NC(=O)c2cc3ccccc3o2)n1	-2	0.1	-3	1	-1
29	CC(=O)Nc1ccc(S(=O)(=O)NC(CC(=O)O)c2ccc(C)cc2)cc1 (stereo not given)	-4	-0.9	-6	-2	7
30	O=C(O)CC1Sc2ccccc2NC1=O (stereo not given)	-3	-1.3	1	0	-1

#	CendR NRP1 mod	SKN-1 block	NadD inh	DNMT1 block	Rpn11 block
16	7	-7	-6	-2	i
17	-90	-5	·	·	·
18	-12	-2	-3	2	i
19	-6	-11	0	-1	i
20	-12	2	0	4	i
21	2	-4	0	3	i
22	23	-7	1	-1	i
23	-5	-20	2	5	i
24	-2	16	5	-2	i
25	22*	2	-10	3	i
26	2	16	-7	-2	i
27	6	7	-3	-4	i
28	-10	3	2	1	i
29	4	7	3	0	i
30	19	5	0	-3	i

As entered above:
Value for Fc1ccc(NC(=S)N/N=C/c2cccc(Br)c2)c(F)c1 under CendR NRP1 mod: -5
Value for CN1CCN(c2nc(-c3ccccc3Cl)nc3ccccc23)CC1 under DNMT1 block: -2
Value for CC(C)(CO)CNC(=O)CCc1nnc(CCCc2ccccc2)o1 under LMPTP block: -2.0
Value for CC(C)N(C(=O)Cn1c(SCC(=O)Nc2nccs2)nc2ccccc21)C(C)C under SUMO1 PPI mod: 1
Value for Cc1cc(Br)c(NC(=O)COC(=O)C2CC2C)c(Br)c1 (stereo not given) under Scp-1 inhibitor: -5

Further results.
#	smiles	Scp-1 inhibitor	LMPTP block	SUMO1 PPI mod	STEP inh	MT1-MMP act inh
31	COC(=O)C1=C(C(=O)c2ccc(C)cc2)C(c2ccc(O)c(OC)c2)n2nnnc2N1 (stereo not given)	3	-2.6	-6	0	5
32	COc1ccc(NC(=O)Cn2nnc(-c3ccccc3F)n2)cc1	7	0.2	-2	-2	-2
33	Cc1cccc(N2CCN(C(=O)c3cccs3)CC2)c1C	-8	1.1	2	2	-1
34	O=C(COc1ncnc2cc([N+](=O)[O-])ccc12)NCc1ccc2c(c1)OCO2	0	4.6	-11	4	9
35	CCOC(=O)C1=C(CP(=O)(c2ccccc2)c2ccccc2)NC(=O)NC1c1ccc(Cl)cc1 (stereo not given)	21	-0.7	0	-1	1
36	CC(C)C1Oc2ccccc2N(CC(=O)N2CCOCC2)C1=O (stereo not given)	-2	-1.3	2	1	0
37	C/C(=N\NC(=O)c1cc(-c2ccc(C)s2)[nH]n1)c1ccncc1	-1	0.3	-4	-2	2
38	O=C(c1ccccn1)N1N=C2/C(=C/c3ccc(F)cc3)CCCC2C1c1ccc(F)cc1 (stereo not given)	12	2.9	-8	2	-7
39	CC(=O)Nc1sc2c(c1CN1CCN(c3ccccn3)CC1)CCCC2	-3	0.4	4	-1	9
40	COc1ccc(C2=NOC3(CC(=O)N(c4ccc(F)cc4)C3=O)C2)c(OC)c1 (stereo not given)	5	2.1	-1	0	-4
41	COc1cc(NC(=O)c2cccc(C)c2)c(OC)cc1NC(=O)CN1CCCCC1	-3	2.0	-1	0	-2
42	CC(C)=NNc1cc([N+](=O)[O-])cc2c1C(=O)N(C)S2=O (stereo not given)	8	1.2	-22	3	3
43	CN(c1ccccc1)S(=O)(=O)c1cc(C(=O)N2CCN(c3ccccn3)CC2)ccc1Cl	0	-0.3	1	-4	1
44	CCN1C(=O)[C@H]2[C@@H](c3ccc(C(F)(F)F)cc3)N[C@]3(CCCN(Cc4ccc(Cl)cc4)C3=O)[C@H]2C1=O	·	-0.5	5	-1	1
45	Cc1nn(Cc2ccc(C(=O)NC3CCCCC3)o2)c(C)c1Br	-7	-1.1	-2	-4	3

#	CendR NRP1 mod	SKN-1 block	NadD inh	DNMT1 block	Rpn11 block
31	21	23	-2	1	i
32	-5	-13	-5	1	i
33	1	15	-5	5	i
34	21	-29	2	-1	i
35	-5	2	4	-3	i
36	10	1	-2	3	i
37	7	9	-3	1	i
38	-2	3	18	-5	i
39	12	-6	-8	-7	i
40	5	6	5	-4	i
41	2	0	-6	-5	i
42	2	-5	-4	8	i
43	-8	14	1	-4	i
44	-7	9	11	-2	i
45	-2	12	-1	-2	i

A section of the results above:
#	smiles	Scp-1 inhibitor	LMPTP block	SUMO1 PPI mod	STEP inh	MT1-MMP act inh
31	COC(=O)C1=C(C(=O)c2ccc(C)cc2)C(c2ccc(O)c(OC)c2)n2nnnc2N1 (stereo not given)	3	-2.6	-6	0	5
32	COc1ccc(NC(=O)Cn2nnc(-c3ccccc3F)n2)cc1	7	0.2	-2	-2	-2
33	Cc1cccc(N2CCN(C(=O)c3cccs3)CC2)c1C	-8	1.1	2	2	-1
34	O=C(COc1ncnc2cc([N+](=O)[O-])ccc12)NCc1ccc2c(c1)OCO2	0	4.6	-11	4	9

#	CendR NRP1 mod	SKN-1 block	NadD inh	DNMT1 block	Rpn11 block
31	21	23	-2	1	i
32	-5	-13	-5	1	i
33	1	15	-5	5	i
34	21	-29	2	-1	i

Following part
#	smiles	Scp-1 inhibitor	LMPTP block	SUMO1 PPI mod	STEP inh	MT1-MMP act inh
46	O=C(c1ccccc1)c1ccc2ccccc2c1	-15	1.2	-24	2	2
47	CCN(C(=O)COC(=O)c1cccc(-n2cnnn2)c1)C1CCCCC1	4	-1.4	-1	0	-3
48	O=c1nc(C(F)(F)F)nc2ccccn12	-8	-1.4	-2	0	4
49	O=C(NNc1nc2ccccc2s1)Nc1ccccc1	-12	0.0	0	1	1
50	Cc1ccc(C(=O)N2N=C(c3ccccc3O)CC2c2ccccc2)cc1 (stereo not given)	-12	2.0	-75	1	1
51	CCOC(=O)Cc1ncccc1C(=O)Nc1ccc(OC)cc1	-5	0.3	-22	-2	9
52	COc1cccc(CNC(=O)c2ccccc2NC(=O)C2=C(C)OCCS2)c1OC	-1	0.0	-1	2	2
53	CCN(CC)S(=O)(=O)c1ccc(-n2c(=O)c(C(C)C)c(C)n2C)cc1	1	-1.3	1	2	1

#	CendR NRP1 mod	SKN-1 block	NadD inh	DNMT1 block	Rpn11 block
46	-1	10	-6	2	i
47	-1	-7	-5	-2	i
48	-1	-4	8	1	i
49	2	5	4	15	i
50	7	1	-3	0	i
51	8	8	-10	-1	i
52	3	-2	-7	-2	i
53	4	7	-2	0	i

Screens from PubChem BioAssay.

This is a random part of the collection, and some 3.9% of all compounds hit somewhere here.
